Screening results deposited in PubChem BioAssay by several laboratories.
IMP-1 inhibitor – inhibitors of Pseudomonas aeruginosa IMP-1 metallo-beta-lactamase. purified IMP-1, nitrocefin hydrolysis, epi-absorbance fluorescence. inhibition, % at 5.6 µM. 0.45% of 290,000 active;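 active = inhibition above the mean plus 3 SD of all compounds in the same screening run, cut at about 4.5% in these data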;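 also: 0% = IMP-1 with DMSO and 100% = DMSO wells lacking enzyme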
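system = purified recombinant IMP-1 beta-lactamase | amount = 0.2 nM IMP-1, as dispensed | medium = HEPES buffer pH 7.1 with ZnSO4 and Brij 35 | times = 25 °C, 15 min preincubation, 25 min reaction | detection = plate fluorescence quenching by hydrolysis product, ex 480/em 530 nm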
OXTR agonist – activates the human oxytocin receptor; 0.32% of 320,000 active; activation, % at 3 µM; P30559; CHO-OTR cells, Fluo-8 calcium fluorescence; normalized: DMSO 0%, oxytocin 100%;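 active = activation above the mean of all tested compounds plus 3 SD, cutoff set per screening run, cut at about 20% in these data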;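 also: peak over basal fluorescence ratio from a 100 s FLIPR kinetic read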
Target sequence (P30559 whole entry, looked up): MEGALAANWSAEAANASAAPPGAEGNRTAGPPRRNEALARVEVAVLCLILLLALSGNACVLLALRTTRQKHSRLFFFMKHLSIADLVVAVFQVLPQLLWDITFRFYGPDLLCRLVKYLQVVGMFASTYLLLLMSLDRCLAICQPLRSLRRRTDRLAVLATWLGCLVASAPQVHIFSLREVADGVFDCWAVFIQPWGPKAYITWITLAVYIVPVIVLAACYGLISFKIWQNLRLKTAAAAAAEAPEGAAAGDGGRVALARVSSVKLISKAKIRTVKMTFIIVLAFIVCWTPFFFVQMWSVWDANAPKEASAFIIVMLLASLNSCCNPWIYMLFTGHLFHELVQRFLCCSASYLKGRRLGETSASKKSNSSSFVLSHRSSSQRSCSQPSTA
GPR7 antag – blocks human GPR7 receptor signaling; P48145; AID 1861; inhibition, % at 4.4 µM; 1.1% of 290,000 active; GPR7-expressing cells, fluorescence antagonist assay; in the data active = inhibition above about 16%, passing the limit was not always enough;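 also: cells stimulated with the agonist NPW; 0% = agonist with vehicle and 100% = vehicle without agonist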
Target sequence (P48145 whole entry, looked up): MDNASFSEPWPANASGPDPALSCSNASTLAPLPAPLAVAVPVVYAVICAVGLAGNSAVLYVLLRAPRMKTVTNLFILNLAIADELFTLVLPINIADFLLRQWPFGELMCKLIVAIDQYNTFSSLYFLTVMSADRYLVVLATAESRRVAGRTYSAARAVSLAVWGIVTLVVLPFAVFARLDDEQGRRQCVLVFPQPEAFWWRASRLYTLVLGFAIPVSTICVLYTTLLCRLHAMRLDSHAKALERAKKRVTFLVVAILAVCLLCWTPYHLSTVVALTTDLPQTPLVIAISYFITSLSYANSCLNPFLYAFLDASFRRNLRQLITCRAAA
V1aR counter – activates human V1a receptor in oxytocin agonist counter-screen; P37288; CHO-V1R cells, Fluo-8 calcium fluorescence, agonist mode; 0% DMSO, 100% 3 nM vasopressin; activation, % at 3 µM; 0.25% of 320,000 active;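 active = activation above the mean activation of all tested compounds plus 3 SD, per screening run, cut at about 20% in these data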;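 also: signal is peak over basal fluorescence ratio across a 100 second FLIPR read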
DNA FID counter – displaces DNA intercalator in HCV helicase counter-screen | DNA fluorescent intercalator displacement, fluorescence | inhibition, % at 7.9 µM | 0.17% of 290,000 active | AID 1845; in the data active = inhibition above about 37%;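 also: 0% = vehicle and 100% = reference compound; higher means more ethidium bromide displaced from hairpin DNA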
GalR3 antagonist – human GalR3 antagonism. O60755. HEK293 GalR3-CNG cAMP membrane potential fluorescence; galR3 body fused to GalR1 C-terminus. inhibition, % at 3 µM. 0.44% of 360,000 active;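 active = inhibition above the screen-wide average plus 3 SD, cut at about 13% in these data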;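 also: forskolin and galanin both at EC90 stimulate the cells; cAMP rise reported by CNG channel membrane potential dye signal; 0% = forskolin plus galanin with DMSO and 100% = forskolin alone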
Target sequence (O60755 1-299 limits assumed): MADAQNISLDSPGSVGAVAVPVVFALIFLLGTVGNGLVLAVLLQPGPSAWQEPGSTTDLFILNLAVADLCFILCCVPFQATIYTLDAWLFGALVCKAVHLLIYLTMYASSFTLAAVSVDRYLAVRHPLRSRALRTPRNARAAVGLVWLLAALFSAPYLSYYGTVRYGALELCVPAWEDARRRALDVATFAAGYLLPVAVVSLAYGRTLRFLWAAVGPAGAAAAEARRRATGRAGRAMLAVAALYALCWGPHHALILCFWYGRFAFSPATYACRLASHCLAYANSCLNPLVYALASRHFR
VIM-2 inh – inhibitors of Pseudomonas aeruginosa VIM-2 metallo-beta-lactamase | purified VIM-2, nitrocefin hydrolysis, epi-absorbance fluorescence | inhibition, % at 5.6 µM | 0.89% of 290,000 active | AID 1527;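 active = inhibition above the mean of all tested compounds plus 3 SD, cutoff set per screening run, cut at about 7.5% in these data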;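 also: red hydrolysis product quenches plate fluorescence so inhibitors raise well fluorescence; 0% = enzyme with DMSO and 100% = DMSO without enzyme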
PHOSPHO1 inh – PHOSPHO1 (human) inhibition. Q8TCT1. recombinant PHOSPHO1, absorbance phosphatase assay. inhibition, % at 13.3 µM. 1.1% of 290,000 active. AID 1565; in the data active = inhibition above about 60%
NS3 helicase inh – inhibitors of Hepatitis C virus NS3 helicase | NS3 helicase DNA unwinding, Cy5 molecular beacon fluorescence | inhibition, % at 10.9 µM | 0.56% of 290,000 active | AID 1800;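 active = inhibition above the mean of all tested compounds plus 3 SD, set per campaign, cut at about 35% in these data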;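 also: 0% = DMSO wells and 100% = thioflavine S control wells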
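Assay system – hepatitis C virus NS3 helicase domain fragment enzyme · Buffer or medium – MOPS pH 6.5, MgCl2, DTT, Tween20, BSA · Reagent – Cy5/quencher beacon DNA duplex and ATP to start · Compound – single 10.9 µM dose · Timing – 1 h at 25 °C · Technique – Cy5 beacon fluorescence read at start and 1 h · Measure – % inhibition of unwinding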
* marks the source's active call; other numbers are inactive results; . = not tested or not shown.

Under each structure – IMP-1 inhibitor | OXTR agonist | GPR7 antag | V1aR counter | DNA FID counter | GalR3 antagonist | VIM-2 inh | PHOSPHO1 inh | NS3 helicase inh
- CCOC(=O)c1c(NC(=O)c2ccc(S(=O)(=O)N3CCOCC3)cc2)sc2c1CCN(C(C)C)C2
→ -1.7 | -0.1 | -4 | -0.2 | 20 | -4 | 2.6 | -20 | -64
- O=C(Nc1cccc(S(=O)(=O)N2CCOCC2)c1)c1cn(-c2ccccc2)nc1-c1ccc(F)cc1
→ -1.6 | -1.2 | -11 | 0.7 | -2 | -7 | -2.4 | -5 | 6
- Cc1c(NC(=O)C(=O)/C=C(\O)c2ccc(Cl)cc2)c(=O)n(-c2ccccc2)n1C
→ -2.2 | -1.1 | -7 | 0.4 | -26 | 4 | 1.2 | -4 | 13
- Cn1c2ccccc2c2cc(/C=N/NC(=O)c3ccccc3F)ccc21
→ 0.7 | -0.6 | 0 | -0.5 | -24 | -4 | 1.2 | 43 | 25
- O=C(NCCOc1ccccc1)C1CCC(=O)N(CCc2ccc(Cl)cc2)C1 (stereo unspecified)
→ -3.7 | -0.3 | -8 | 1.6 | -35 | 0 | -1.3 | 37 | 5
- COc1cc([N+](=O)[O-])ccc1Nc1nc(C)cc(C)n1
→ -1.2 | -1.8 | -8 | 3.0 | 0 | 1 | -0.3 | 42 | -4
- CCOC(=O)N1CCN(C(=O)C(=O)NNC(=O)COc2ccc(Cl)cc2)CC1
→ -2.7 | -1.0 | 2 | -0.2 | 3 | -6 | -1.9 | -21 | 5
- Cc1ccc2c(=O)cc(C(=O)NC3CCS(=O)(=O)C3)oc2c1 (stereo unspecified)
→ -5.7 | -0.2 | 3 | 1.0 | 0 | -8 | -3.3 | -22 | 5
- Cc1cc(C)n(-c2ccc(NC(=O)C3CCCCN3C(=O)c3cc(C)oc3C)cc2)n1 (stereo unspecified)
→ -0.1 | -1.0 | 3 | 0.3 | -44 | 11 | -5.2 | 44 | -9
- Cc1sc2nc(CSCC(=O)NC(C)(C)C)[nH]c(=O)c2c1C
→ -2.2 | 0.9 | -10 | -0.2 | -16 | -5 | -2.2 | 20 | -1
- NC(=O)[C@@H]1CCCN1Cc1c(C(=O)N2CCc3ccccc3C2)nc2ccc(Cl)cn12
→ -2.9 | 0.6 | -18 | 0.7 | -34 | -3 | -0.9 | 8 | 11
- COc1cc(-c2cc(C(=O)OCC(=O)Nc3ccc4c(c3)OCO4)c3ccccc3n2)cc(OC)c1OC
→ -2.6 | -1.9 | -12 | -1.4 | -29 | 2 | 2.8 | -5 | 9
- CCC(=O)Nc1ccc2nc(SCC(=O)N3CCOCC3)sc2c1
→ -2.6 | 1.0 | 3 | 0.6 | -4 | -2 | -2.6 | -29 | 6
- CNCC(O)CN(c1ccccc1)c1ccccc1 (stereo unspecified)
→ -5.2 | 0.9 | -8 | -0.5 | 20 | 2 | -0.8 | 16 | -8
- O=C(COc1cccc(Cl)c1)Nc1cc(S(=O)(=O)N2CCOCC2)ccc1N1CCOCC1
→ -1.9 | -1.4 | -10 | -0.5 | -10 | 1 | -1.9 | 14 | 1
- CCOC(=O)CN(C(=O)Cn1nnc2ccccc21)C(C(=O)NCCOC)c1ccccc1C (stereo unspecified)
→ -3.5 | -0.4 | -14 | 0.6 | -26 | -1 | -4.1 | -10 | 10
- Cc1cc(N2CCN(c3nnnn3-c3ccccc3)CC2)n2ncnc2n1
→ -1.1 | 0.7 | -9 | 0.2 | -15 | 0 | 0.9 | -2 | 8
- COc1ccc(S(=O)(=O)N2CCC(C(=O)Nc3ccc4c(c3)OCCO4)CC2)cc1OC
→ -2.6 | -0.7 | 2 | -0.7 | -26 | -4 | -5.3 | 5 | -2
- COc1cc2c(c3oc(-c4ccccc4)cc(=O)c13)C=CC(C)(C)O2
→ 0.3 | -2.5 | -10 | -1.2 | -26 | -12 | 3.2 | 20 | -1
- CCOC(=O)N1CCN(C(=O)c2cc3ccccc3o2)CC1
→ -2.9 | -0.9 | -15 | 0.1 | -16 | -9 | -1.9 | 30 | 0
- COc1nnc(-c2ccc(N3CCOCC3)c(NC(=O)c3ccc(C)cc3)c2)c2ccccc12
→ -3.0 | -0.1 | -3 | 0.9 | -5 | -4 | 0.4 | 37 | 10
- O=C(Nc1ccccc1-c1ccccc1)C1CCCCC1
→ -3.3 | -2.7 | 9 | -1.3 | -3 | -3 | -0.6 | -9 | -3
- CNC(=O)NNC(=O)c1csc(-c2ccc(C(F)(F)F)cc2Cl)n1
→ 1.3 | -2.6 | 0 | -0.2 | -6 | 3 | 1.6 | 27 | -1
- COc1cccc(CC(=O)NNC(=O)c2c(-c3ccccc3)noc2C)c1
→ -4.8 | -1.5 | -13 | 0.6 | -3 | -2 | -3.9 | 12 | -6
- CCN(CC)S(=O)(=O)c1ccc(N2CCCC2)c(NC(=O)c2ccncc2)c1
→ -5.3 | 0.1 | -14 | -0.4 | -16 | -7 | -4.2 | 16 | 1
- CC(C)Oc1ccc(C(=O)Nc2ccc(N(C)C)cc2)cc1
→ -4.9 | -1.0 | -5 | -0.6 | -7 | -4 | -2.5 | 76* | 5
- CC(=O)c1ccc(-n2c(C)ccc2-c2ccccc2)cc1
→ -5.2 | -1.2 | 4 | -0.7 | -2 | -6 | 0.3 | 4 | 5
- O=C(NCc1ccccn1)Nc1ccccc1Cl
→ -0.7 | -1.0 | -1 | -0.8 | -5 | -2 | -0.7 | 24 | 2
- O=C(Cc1ccc(S(=O)(=O)N2CCOCC2)s1)Nc1ccc(N2CCOCC2)cc1
→ -2.9 | 0.4 | 4 | 1.3 | 12 | 1 | -3.5 | -72 | 1
- COC(=O)c1cc(S(=O)(=O)NCCc2ccc(Cl)cc2)c[nH]1
→ -0.6 | 1.2 | -2 | 2.4 | -18 | 1 | -1.3 | 15 | -6

At a glance, some entries already given.
Under each structure – IMP-1 inhibitor | OXTR agonist | GPR7 antag | V1aR counter | DNA FID counter | GalR3 antagonist | VIM-2 inh | PHOSPHO1 inh | NS3 helicase inh
- COc1cccc(CC(=O)NNC(=O)c2c(-c3ccccc3)noc2C)c1
→ -4.8 | -1.5 | -13 | 0.6 | -3 | -2 | -3.9 | 12 | -6
- CCN(CC)S(=O)(=O)c1ccc(N2CCCC2)c(NC(=O)c2ccncc2)c1
→ -5.3 | 0.1 | -14 | -0.4 | -16 | -7 | -4.2 | 16 | 1
- CC(C)Oc1ccc(C(=O)Nc2ccc(N(C)C)cc2)cc1
→ -4.9 | -1.0 | -5 | -0.6 | -7 | -4 | -2.5 | 76* | 5
- CC(=O)c1ccc(-n2c(C)ccc2-c2ccccc2)cc1
→ -5.2 | -1.2 | 4 | -0.7 | -2 | -6 | 0.3 | 4 | 5
- O=C(NCc1ccccn1)Nc1ccccc1Cl
→ -0.7 | -1.0 | -1 | -0.8 | -5 | -2 | -0.7 | 24 | 2

The list continues:
Under each structure – IMP-1 inhibitor | OXTR agonist | GPR7 antag | V1aR counter | DNA FID counter | GalR3 antagonist | VIM-2 inh | PHOSPHO1 inh | NS3 helicase inh
- CCOC(=O)c1nn(-c2cccc(Cl)c2)c2nc(Nc3ccccc3)cc(=O)n12
→ -1.7 | 1.7 | -6 | 0.2 | -12 | -4 | 2.0 | -1 | 2
- CN1CCN(C(=O)/C=C\C(=O)O)CC1
→ -3.5 | 0.3 | -4 | 1.3 | -4 | 5 | -2.6 | 8 | 14
- CCC(=O)N1CCc2cc(S(=O)(=O)NC(Cc3ccccc3)C(=O)Nc3nccs3)ccc21 (stereo unspecified)
→ -3.1 | -2.0 | -5 | -1.4 | -14 | -10 | -2.8 | -24 | 9
- COC(=O)c1cc(S(=O)(=O)Nc2cccc(-c3cnco3)c2)oc1C
→ -0.8 | 2.1 | -2 | 3.9 | -13 | . | -3.2 | 14 | 8
- C/C(=C\c1ccccc1)CN1CCC(C(=O)N2CCC(C)CC2)CC1
→ -5.2 | 2.1 | -3 | 1.9 | 12 | -4 | -4.9 | -4 | 5
- Cc1cc(SCC(=O)c2ccccc2)nc(=O)[nH]1
→ -1.2 | 0.2 | 1 | 0.0 | -1 | 3 | -0.9 | 30 | 7
- CCc1cc2c(-c3ccccc3)cc(=O)oc2cc1OC(=O)c1cccs1
→ -1.2 | -0.1 | -1 | -0.2 | -3 | -1 | -1.4 | 8 | 4
- CC1(C)OC(C)(C)/C(=C\c2ccccc2[N+](=O)[O-])C1=O
→ -2.4 | 1.6 | -3 | 3.4 | -11 | -7 | -1.0 | 28 | 6
- CCC(C)c1ccccc1NC(=O)COC(=O)C1=COCCO1 (stereo unspecified)
→ -3.1 | -0.7 | -1 | 1.4 | -1 | -4 | -0.9 | 23 | 0
- Cc1ccc2cc(C#N)c(N3CCCN(S(=O)(=O)c4ccc(F)cc4)CC3)nc2c1
→ -4.8 | -1.8 | -5 | 0.8 | 0 | -8 | -2.8 | -12 | -8
- CN(C(=O)CSc1nc(-c2ccccc2)cs1)C1CCS(=O)(=O)C1 (stereo unspecified)
→ 0.2 | -0.4 | 3 | 1.0 | -5 | -5 | -0.7 | -6 | 1
- c1ccc(Cc2nnc3sc(-c4ccc5c(c4)OCO5)nn23)cc1
→ -4.7 | 0.3 | 0 | -0.1 | -1 | -6 | -2.2 | . | -7
- Cc1ccc(NC(=O)CSc2n[nH]c(-c3cccnc3)n2)cc1Cl
→ -2.9 | 5.6 | 6 | 4.8 | -8 | -9 | -2.5 | 39 | -16
- Cc1ccc(NC(=O)C2CCN(C(=O)[C@@H]3Cc4ccccc4CN3)CC2)cc1
→ -1.4 | 0.5 | 7 | 2.8 | 1 | -10 | -2.7 | 31 | 10
- Cc1nc2c3ccccc3[nH]c(=O)n2n1
→ -6.3 | 1.3 | -9 | 0.3 | -1 | -5 | -0.3 | -6 | -1
- COc1ccccc1N(CC(=O)NCCSc1ccccn1)S(=O)(=O)c1ccccc1
→ -2.5 | 2.7 | -11 | 2.4 | -35 | -5 | -3.5 | 42 | -11
- COc1ccc(N2CCN(C(=S)Nc3cc(C)ccc3C)CC2)cc1
→ -1.8 | 0.7 | -14 | 0.7 | -3 | 10 | -1.1 | -18 | 3
- COc1ccccc1NC(=O)c1ccc2c(c1)N(CC(=O)NC(C)(C)C)C(=O)C(C)(C)O2
→ 0.0 | 0.5 | -11 | 3.5 | -28 | -9 | -1.9 | 8 | 1
- O=c1[nH]c(CSc2nnc(Nc3ccccc3)s2)nc2ccccc12
→ -4.4 | -0.7 | -23 | 1.0 | -2 | -7 | -1.9 | 51 | -1
- CC1CCCCC1NC(=O)CN1CCC(O)(c2ccc3c(c2)OCO3)CC1 (stereo unspecified)
→ -1.6 | -0.1 | -1 | 0.9 | 5 | 2 | -0.4 | 15 | -3

Rows are unselected; overall some 4.3% were active at least once.
